N-glyco inh: N-linked glycosylation inhibition | D54 ERlucT glycosylation luciferase reporter, 24 h; percent of 100 nM tunicamycin response | reporter increase, % at 12.5 µM | 0.23% of 360,000 active | AID 588692;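 active = mean luciferase reporter signal, scaled so untreated is 0 and the glycosylation-blocking control 100, at or above a set limit in every replicate; inconclusive = mean reaches the limit but not every replicate does; inactive = mean below the limit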;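 also: luciferase carries N-glycosylation sites so blocking glycosylation raises the light; 0% = median of neutral control wells and 100% = median of 100 nM tunicamycin wells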
HTR2A ag: activates the mouse 5-HT2A serotonin receptor; activation, % at 7.6 µM; P35363; CHO-K1 mHTR2A beta-arrestin complementation, luminescence; percent of 30 µM serotonin response; AID 624169; 0.66% of 360,000 active;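 active = activation above a run cutoff, the mean activation of all tested compounds plus 3 SD, cut at about 14% in these data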;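 also: 0% = plate median of compound wells and 100% = 30 µM serotonin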
Target sequence (P35363 whole entry, looked up): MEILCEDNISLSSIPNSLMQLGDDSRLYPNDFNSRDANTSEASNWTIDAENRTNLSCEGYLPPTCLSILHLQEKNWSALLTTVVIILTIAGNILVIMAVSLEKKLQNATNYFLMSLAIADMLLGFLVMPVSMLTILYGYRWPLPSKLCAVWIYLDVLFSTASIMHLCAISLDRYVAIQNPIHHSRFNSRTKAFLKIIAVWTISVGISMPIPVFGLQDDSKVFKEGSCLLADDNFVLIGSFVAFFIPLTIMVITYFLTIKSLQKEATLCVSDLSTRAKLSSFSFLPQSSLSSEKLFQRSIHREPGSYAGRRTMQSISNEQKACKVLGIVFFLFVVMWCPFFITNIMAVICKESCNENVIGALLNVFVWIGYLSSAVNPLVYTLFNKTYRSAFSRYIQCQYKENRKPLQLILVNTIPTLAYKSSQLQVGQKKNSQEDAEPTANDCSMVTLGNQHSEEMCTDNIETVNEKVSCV
CaV13 ICDI inh: Primary screen for inhibitors of IQ motif and Ca2+-dependent inactivation inhibitor domain binding in CACNA1D, Förster resonance energy transfer in living cells, …; inhibition, % at 12.3 µM; AID 743397; 0.098% of 340,000 active; HEK cells, CFP/YFP FRET ICDI-IQ, plate reader, 10 min; percent FRET-ratio fall versus neutral wells;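 active = mean replicate inhibition of at least 30% and at least 1% of replicates passing that level; inconclusive = only one of the two criteria is met; inactive = neither criterion is met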;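 also: 0% = median of the neutral control wells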
ABCB6 inh 2: blocks the human ABCB6 transporter; Q9NP58; K562-ABCB6 porphyrin accumulation, flow cytometry, 1 h; active compounds read low; fluorescence ratio to DMSO, % at 10 µM; 0.19% of 360,000 active; AID 602162;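 active = fluorescence ratio to DMSO below 75%, the collection mean minus 3 SD; inconclusive = too few cells collected in the well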;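 also: signal is porphyrin accumulated inside mitochondria; 100% equals median channel fluorescence of DMSO control wells; lower ratio means ABCB6 inhibition with less porphyrin fluorescence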
iPSC survival up: increases survival of single human iPS cells; 0.044% of 360,000 active; hiPSC single-cell survival, ATPlite luminescence; 100% = ROCK inhibitor wells, 0% = DMSO; survival enhancement, % at 20 µM; in the data active = survival enhancement above about 18%;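 also: cells exposed to compounds for 16 hours before the ATP read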
Cardio protect: modulators protecting cardiomyocytes from myocardial damage | H9c2 cardiomyocytes, H2O2 injury protection, ATPLite, 2 h | protection from H2O2 cell death, % at 20 µM | 0.63% of 360,000 active;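 active = compounds giving at least 50% protection of heart cells from peroxide-induced death in the single-dose screen, raw or plate-pattern-corrected value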;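 also: 0% = DMSO wells with peroxide and 100% = DMSO wells without peroxide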
Exocytosis inh: lytic granule exocytosis inhibition | TALL-104 LAMP-1 surface exposure, flow cytometry; cells stimulated with thapsigargin and PMA | inhibition, % at 10 µM | 0.66% of 360,000 active | AID 651702;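 active = inhibition above about 55%, limit read from the data; inconclusive = no clear call, values can overlap the other calls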
aDG glyco act: alpha-DG glycosylation activation; Pro5-aDG cells, alpha-DG glycosylation AlphaScreen (IIH6); 0% Pro5, 100% B10-LARGE cell signal; activation, % at 10 µM; 0.22% of 360,000 active; AID 624168;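 active = activation of at least 8% versus controls, or a plate z-score of at least 8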;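 also: Pro5 are CHO cells carrying HIG-tagged alpha-DG that lacks glycosylation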
PDI inh: blocks human protein disulfide isomerase activity; P07237; PDI insulin aggregation turbidity, A650, 90 min; inhibition, % at 10 µM; 0.052% of 350,000 active;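 active = mean inhibition across replicates of 30% or more, whatever share of single replicates reach that level; inconclusive = mean inhibition below 30% while every single replicate reaches 30%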;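 also: absorbance from insulin aggregation driven by PDI reduction with DTT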
Target sequence (P07237 whole entry, looked up): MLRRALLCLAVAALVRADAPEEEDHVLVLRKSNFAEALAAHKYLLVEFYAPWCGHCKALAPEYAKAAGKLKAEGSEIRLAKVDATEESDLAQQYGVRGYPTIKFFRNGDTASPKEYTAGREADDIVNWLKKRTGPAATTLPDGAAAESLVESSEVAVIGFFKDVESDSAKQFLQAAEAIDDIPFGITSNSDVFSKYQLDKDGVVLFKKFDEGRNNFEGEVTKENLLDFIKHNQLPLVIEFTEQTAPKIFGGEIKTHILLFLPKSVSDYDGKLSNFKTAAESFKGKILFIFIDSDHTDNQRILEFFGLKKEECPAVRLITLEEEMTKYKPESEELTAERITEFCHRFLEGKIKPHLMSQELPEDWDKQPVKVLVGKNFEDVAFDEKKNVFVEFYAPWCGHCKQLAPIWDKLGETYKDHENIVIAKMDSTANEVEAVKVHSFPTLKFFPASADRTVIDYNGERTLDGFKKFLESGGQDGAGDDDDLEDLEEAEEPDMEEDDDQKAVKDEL
Vif inh: blocks HIV Vif function | AID 602346 | HEK293T cells, Vif self-association by quenched fluorescence, imaging, 24 h | 0.35% of 340,000 active | inhibition, % at 7.49 µM; in the data active = inhibition above about 50%, passing the limit was not always enough; inconclusive = no clear call, values can overlap the other calls; inactive = below about 31%; also: some results filed as inactive read as strong as hits
Active calls of the source: *; ? = inconclusive; / = not tested or not shown. Rows are unselected; overall some 3.1% were active at least once.

SMILES	N-glyco inh	HTR2A ag	CaV13 ICDI inh	ABCB6 inh 2	iPSC survival up	Cardio protect	Exocytosis inh	aDG glyco act	PDI inh	Vif inh
C(=N\Nc1nnnn1-c1ccccc1)/c1ccncc1	0.8	-4.2	-15.5	100.0	-0.8	6.1	4.7	-0.1	-7.4	-1.3
Cc1ccc(-n2nnnc2-c2nc3ccccc3s2)cc1	-4.1	-0.3	-5.5	98.0	-1.1	-0.3	-3.0	-0.2	-2.1	-2.0
COc1ccc(C(O)c2nc(-c3ccc(F)c(Cl)c3)cs2)cc1 (configuration not stated)	-1.1	3.3	-4.1	87.0	2.6	-7.8	-5.2	0.1	3.3	-3.3
Cc1noc(C)c1C(=O)N(CC(=O)Nc1ccccc1Br)Cc1ccco1	-2.2	3.0	-2.5	99.0	-0.8	4.9	1.8	-0.1	2.3	8.4
CC1CN(C(=S)Nc2cccc(Cl)c2Cl)CC(C)O1 (configuration not stated)	1.3	1.4	-2.1	104.0	-0.3	8.4	-2.3	0.1	0.8	2.7
O=C(c1cc(S(=O)(=O)N2CCCCC2)ccc1Cl)N1CCOCC1	0.5	8.5	-7.2	102.0	-0.4	-2.5	-5.6	0.0	-0.8	11.8
COc1ccc(C)cc1N(CC(=O)Nc1cccnc1)S(=O)(=O)c1ccc(C)cc1	0.2	-1.2	0.2	87.0	1.9	17.2	-3.8	0.8	-5.1	-12.4
CCCCCC(=O)N1C[C@H](n2cc(C3CC3)nn2)[C@@H](O)C[C@@H]1c1ccc(OC)cc1	3.3	1.4	-6.1	81.0	4.6	9.7	1.2	0.1	0.4	9.0
NC(=S)c1ncc(C(F)(F)F)cc1Cl	0.8	2.2	-4.7	98.0	-0.8	-3.1	3.9	0.0	0.9	3.8
Cc1cc(C)cc(N(C(=O)c2csnn2)C(C(=O)NC(C)(C)C)c2ccncc2)c1 (configuration not stated)	1.3	0.5	9.4	92.0	4.2	0.5	-0.1	0.1	-1.6	-4.0
Cc1ccc(Nc2c([N+](=O)[O-])ccc3c2=NC2(CCCCC2)N=3)cc1	-5.5	4.5	-5.4	98.0	-0.5	-20.3	2.1	1.4	-10.4	1.7
CCC(=O)NCCCc1nc(-c2ccccc2)no1	7.7	-1.1	-5.2	95.0	5.4	6.7	-1.5	-0.3	-0.1	-3.4
COCCNC(=O)c1ccccc1NC(=O)c1ccccc1N(C)S(C)(=O)=O	1.4	3.9	-3.2	104.0	0.2	-8.8	-2.4	-0.3	-2.8	0.5
Cc1ccc(Cl)cc1NC(=S)N1CCCCCC1	0.5	-7.0	/	100.0	0.0	2.4	-8.8	0.4	9.0	6.3
O=C(NCC1(N2CCCCC2)CCCCC1)c1cccc(NS(=O)(=O)c2ccccc2)c1	-5.9	-15.5	-5.6	91.0	0.0	3.6	2.7	0.0	-0.4	-6.5
Cc1ccn2cc(-c3cccc(S(=O)(=O)N4CCCC4)c3)nc2c1	1.1	-1.4	-15.7	100.0	0.3	-6.8	-15.0	0.5	1.1	-2.4
CCOC(=O)N1CCN(S(=O)(=O)c2cccs2)CC1	-0.7	-1.2	-1.3	91.0	-0.8	-0.5	-2.2	-0.2	3.3	-7.8
O=C1NC[C@@H](CCCCN2C[C@H](Cc3ccc(O)cc3)N(CC3CCCCC3)C(=O)C2=O)N(CCc2ccccc2)C1=O	/	-3.2	-9.6	99.0	1.2	/	-5.9	0.0	/	/
COc1ccccc1CNC(=O)C1CCCN(S(=O)(=O)c2cccs2)C1 (configuration not stated)	-0.4	-4.5	-6.8	97.0	2.3	2.8	12.4	0.0	10.1	7.5
COc1ccccc1-c1coc2cc(OC(=O)N3CCOCC3)ccc2c1=O	-7.4	6.9	-14.3	92.0	-0.5	-0.2	-5.8	-0.1	-2.3	14.6
O=C(Nc1ccc(N2CCN(C(=O)c3ccccc3)CC2)cc1)c1ccc(Br)o1	-6.9	-2.8	/	111.0	-0.3	4.8	-1.5	0.9	-5.5	-20.3
O=C(O)C1C2C=CC(C3CC23)C1C(=O)O (configuration not stated)	1.8	-2.7	-4.4	93.0	-0.5	2.9	9.1	0.0	-3.6	/
Cc1cc2oc(C(=O)N(Cc3ccccc3)c3ccccn3)cc(=O)c2cc1Cl	-4.3	2.0	-1.3	98.0	3.7	-1.0	56.7*	0.1	13.2	-5.2
CCOc1ccc(NC(=O)CSC2=C(C#N)C(c3ccc4c(c3)OCO4)CC(=O)N2)cc1 (configuration not stated)	-3.0	4.1	-4.4	100.0	1.5	-7.6	-0.5	0.2	2.4	-2.2
O=C(Nc1cc([N+](=O)[O-])ccc1O)c1ccc2c(c1)C(=O)N(Cc1ccco1)C2=O	-1.7	-8.0	-4.9	104.0	0.0	5.2	6.4	0.3	2.2	/
CCCc1cc(=O)oc2cc(C)cc(OCC(=O)NCCCN3CCOCC3)c12	1.2	2.0	-15.1	104.0	0.1	2.7	-0.8	-0.4	-4.7	-1.8
Cn1c(CNC(=O)CNS(=O)(=O)c2ccc(F)cc2F)cc(=O)n(C)c1=O	3.1	5.1	-4.0	100.0	-0.2	2.6	-1.8	0.0	-2.9	7.0
O=C(CSc1nc2ccccc2o1)c1cc2ccccc2oc1=O	3.6	-7.2	/	102.0	-1.9	-0.3	0.4	-0.3	-1.3	6.0
Cc1nc(NC(=O)c2cccnc2)ccc1Br	-0.6	1.2	-0.1	101.0	3.5	7.9	-2.5	0.4	18.5	11.4
CN1CCN(CC(=O)N/N=C/c2ccc(F)c(F)c2)CC1	4.1	-2.1	-4.5	106.0	1.6	-2.3	-4.5	-0.2	-4.4	-9.8
COc1ccc(CNC(=O)CSc2nnc(NC(=O)C3CC3)s2)cc1	-0.9	4.5	-7.5	96.0	0.6	-2.2	-10.7	0.2	7.0	1.5
Clc1ccc(-n2nnnc2CN2CCOCC2)cc1Cl	3.7	2.1	-5.5	95.0	-0.6	3.9	1.1	-0.2	14.8	0.8
C=CC[C@@H](Cc1ccc(F)cc1)C(=O)OC[C@@H]1CCCN1C(=O)[C@H](CC=C)CC(=O)NCCO	0.3	-3.0	-4.9	97.0	3.0	-4.9	-3.8	0.0	3.3	-14.0
CN(C)CC(C)(C)CNC(=O)C1CCN(Cc2ccccc2O)CC1	-4.8	3.4	-4.8	94.0	0.1	4.8	-0.7	0.4	2.2	4.0
COc1ccc2[nH]cc(C(=O)CCl)c2c1	-16.4	5.0	-1.9	97.0	-0.4	-2.5	1.8	-0.3	1.8	0.5
O=C1COC(c2ccccc2)=CN1Cc1ccccc1	-1.1	-6.3	-10.6	95.0	-2.9	-5.9	-5.7	0.0	-19.8	5.6
CCCCc1c(C)nc2ccc(Br)cc2c1SC(N)N	0.7	2.3	-1.1	96.0	0.4	11.6	2.5	-0.4	6.1	-1.3
CN1CCN(S(=O)(=O)c2ccccc2)C(c2ccccc2)C1 (configuration not stated)	-2.3	-2.5	-2.7	94.0	-4.9	6.9	-7.4	-0.2	-9.5	-4.6
Cn1c2ccccc2c2cc([N+](=O)[O-])ccc21	1.7	1.8	-16.0	98.0	-0.3	-4.7	12.2	-0.1	1.3	8.1
O=C(CCN1CCCCC1)N/N=C/c1ccc(Br)cc1	0.6	-3.0	-6.6	103.0	-2.1	6.8	0.6	0.7	4.4	-14.4
CSc1nc(N)n2nc(C)cc2n1	1.5	-4.2	-10.6	95.0	-0.9	1.4	3.2	-0.1	/	7.4
COc1ccc(-c2cc(=O)c3c(OC)c(OC)c(OC)c(OC)c3o2)cc1	-7.0	0.7	/	97.0	-2.2	-4.0	5.0	-0.2	/	-9.7
CCOC(=O)C1=C(O)CSC1=Nc1cccc2ccccc12	-0.4	2.4	-5.2	102.0	-1.6	2.5	-3.9	0.4	-5.6	-5.3
COC(=O)c1c(-c2ccccc2)[nH]c(-c2nccc3ccccc23)c1C(=O)OC	1.0	3.5	-10.7	92.0	-1.2	0.9	7.4	0.2	-1.6	-8.7
CC(C)NC(=O)CSc1nc(N)c(-c2ccccc2)c(=O)[nH]1	2.4	2.6	-5.4	99.0	-1.8	-5.2	-0.1	-0.2	-0.5	0.7
Cc1ccc(S(=O)(=O)ON=C2CCN(S(=O)(=O)c3ccccc3)CC2)cc1	0.5	-1.9	-3.4	91.0	1.3	11.0	-0.7	-0.2	-5.8	?
CCCn1ncc(CN2CCC(N3CCC(C(=O)N4CCOCC4)CC3)CC2)c1C	0.6	3.0	-2.7	92.0	-0.2	-1.7	-2.3	-0.1	-2.5	-4.4
CSCc1cc(N2CCOCC2)nc(SCc2ccc(Cl)c(Cl)c2)n1	-4.2	-5.5	-7.6	98.0	-1.5	-8.4	-2.9	0.2	-1.2	6.3
C/C(=N/NC(=O)CNC(=O)c1ccc2c(c1)OCO2)c1ccc2c(c1)CCCC2	1.6	0.9	-4.5	102.0	-2.3	-3.2	10.4	0.4	0.8	0.0
Cn1c(=O)c2c(nc(Sc3ncnn3CC(=O)NC(C)(C)C)n2C)n(C)c1=O	1.3	1.9	-6.9	98.0	0.0	-1.8	-8.3	-0.5	9.6	?
CC(=O)n1c(C=Nc2ccccc2)c(O)c2ccccc21	4.2	0.1	-19.3	99.0	-2.4	-0.1	1.6	0.0	-3.7	1.0
CCCCNC(=O)C1(C)CCN1C(=O)c1sccc1C (configuration not stated)	0.1	2.9	-13.4	96.0	4.8	5.0	-8.1	-0.1	0.7	-11.0
O=C(CCCn1cnc([N+](=O)[O-])n1)Nc1ccc(Cl)cc1Cl	2.4	0.4	-1.9	96.0	0.6	2.1	-0.4	0.1	-22.6	2.7
CCOc1ccc2[nH]c(=O)c(CN(CCO)Cc3nnnn3CCc3ccccc3)cc2c1	1.5	-1.2	-4.7	98.0	-2.1	29.2	-7.7	-0.1	-4.1	-3.8
CCOC(=O)NC1(NCc2ccccc2)Oc2ccccc2O1	-2.8	3.3	-9.1	104.0	-4.4	43.7	0.4	0.2	2.5	0.1
COc1ccccc1NC(=S)N1CCc2cc(OC)c(OC)cc2C1	-2.6	-0.5	-2.7	97.0	1.3	3.9	1.0	0.0	22.0	-5.9
CCOCCCNC(=O)c1cc(Cl)c(NC(=O)C2=C(C)OCCS2)cc1OC	-1.6	5.6	-4.2	101.0	-0.6	2.6	-8.3	0.1	-3.6	-12.6
Cc1ccc(-c2cn(S(=O)(=O)c3cccc4nsnc34)nc2N)cc1	-1.7	-6.8	-2.2	92.0	8.5	-22.1	0.8	-0.2	-0.9	1.7
Cc1ccc2c(c1)C1CC(C)(O2)N(c2cccc(C(=O)NCc3ccccn3)c2)C(=O)N1 (configuration not stated)	2.3	-1.2	-2.2	99.0	-0.5	3.9	-5.1	-0.1	5.3	-3.3
Cc1cccc(C(C(=O)NC2CCCCC2)N(Cc2cccnc2)C(=O)c2csnn2)c1 (configuration not stated)	2.6	-3.8	-2.7	99.0	0.0	0.3	7.1	0.1	-18.6	11.5

High-throughput results: PubChem, several laboratories
